Screens deposited in PubChem BioAssay by National Center for Advancing Translational Sciences (NCATS).
NPC1 prom act: activators of NPC1 promoter | Huh7 NPC1 promoter luciferase reporter, 24 h | Potency, µM (titrated, usually from 9.22 µM), for the others: at the top dose activation, hits mostly activators | hit rate 2.4% among 320,000 | AID 485313;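 note: potency is the fitted concentration of half-maximal effect; % of control where 0% means no effect; nearly all actives have a fitted effect of over 60% in size; reporter is driven by a mutant NPC1 promoter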
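Stable NPC1-promoter luciferase Huh7 line; cpd (DMSO) 24 h, 37 °C, 5% CO2; Amplite luciferase reagent 10 min RT; luminescence readout. qHTS format.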
ELG1 genotox: genotoxicity induction in ELG1-luciferase HEK293T cells. HEK293T ELG1-luciferase reporter, luminescence, 16 h. Potency, µM (titrated, usually from 46 µM), without a hit: top-dose activity change, positive = activation, most hits filed as activators. hit rate 1.3% among 330,000; note: potency is the fitted concentration of half-maximal effect; % of control where 0% means no effect; nearly all actives have a fitted effect of over 60% in size
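ELG1-luciferase HEK293T cells, 2,000/well; compound pinned in; 16 hr, 37 °C, 5% CO2; ONE-Glo, 30 min RT; luminescence on CCD imager.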
FBPA coupling cs: counter-screen for Giardia aldolase inhibitors: coupling enzyme system. activity change, negative = inhibition, % at 58.2 µM, hits read low. coupling enzyme system counterscreen, AmpLite Red fluorescence. hit rate 0.67% among 290,000. AID 2472; in the data active = activity change below about -30%; note: % is set by controls: 0 for no effect and ±100 for the full control effect
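Counterscreen lacking aldolase: glyceraldehyde-3-phosphate coupling-enzyme reagent preincubated 10 min at RT with compound (at 57.5 uM final), then substrate/coupling system with AmpLite Red added; fluorescence read at 525/598 nm after 20 min RT.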
uPA generation: inhibitors of cell surface uPA generation. cell surface uPA generation assay, qHTS. Potency, µM (titrated, usually from 38.3 µM), for inactives: top-dose activity change, negative = inhibition, usual class: inhibitors. hit rate 0.31% among 330,000. AID 540303; active = well fitted inhibition curve with a large enough effect; inconclusive = small, poorly fitted or top-dose-only effect; inactive = no such curve, though single readings can be large or run the other way; tested in mouse RAW 264.7 cells; note: potency is the fitted concentration of half-maximal effect; % is set by controls: 0 for no effect and ±100 for the full control effect; nearly all actives have a fitted effect of over 55% in size
FLuc modulator: firefly luciferase modulation, counter-screen for miR-21 project | Potency, µM (doses to about 57.5 µM), for inactives: top-dose activity change, negative = inhibition, most hits filed as inhibitors | AID 588342 | hit rate 6.9% among 360,000 | purified FLuc, Km substrates, luminescence inhibition;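 note: potency is the fitted concentration of half-maximal effect; plate controls were vehicle for no effect and reference inhibitor for full effect; nearly all actives have a fitted effect of over 55% in size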
Target sequence (P08659 whole entry, looked up): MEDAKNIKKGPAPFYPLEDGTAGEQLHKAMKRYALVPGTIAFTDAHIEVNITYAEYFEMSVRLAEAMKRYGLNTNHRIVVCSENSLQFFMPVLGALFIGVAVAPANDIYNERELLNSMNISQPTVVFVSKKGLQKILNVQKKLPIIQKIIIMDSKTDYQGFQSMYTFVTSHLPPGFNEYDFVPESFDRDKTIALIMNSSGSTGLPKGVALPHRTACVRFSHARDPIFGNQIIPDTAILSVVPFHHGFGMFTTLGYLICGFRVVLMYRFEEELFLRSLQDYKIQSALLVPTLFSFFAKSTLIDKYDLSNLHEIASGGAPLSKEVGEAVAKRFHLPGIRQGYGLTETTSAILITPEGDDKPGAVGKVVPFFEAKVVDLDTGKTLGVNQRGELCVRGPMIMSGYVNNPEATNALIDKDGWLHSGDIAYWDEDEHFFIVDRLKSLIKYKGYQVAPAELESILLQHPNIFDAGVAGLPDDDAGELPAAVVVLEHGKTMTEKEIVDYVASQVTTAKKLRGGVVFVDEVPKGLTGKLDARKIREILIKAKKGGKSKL
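Purified P. pyralis luciferase (10nM final) with 10uM D-luciferin and 10uM ATP (Km levels) in 50mM Tris acetate pH 7.5, 10mM Mg acetate, 0.01% Tween-20, 0.05% BSA; qHTS 6-point titration, ~60 µM downward; luminescence read.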
RORgamma inh: blocks mouse ROR gamma transcriptional activity; P51450; Drosophila S2 Gal4-RORgamma UAS-luciferase reporter, 20 h; Potency, µM (doses to about 53.6 µM), inactives show at the highest dose activity change, negative = inhibition, usual class: inhibitors; hit rate 5.4% among 310,000; AID 2551; note: potency is the fitted concentration of half-maximal effect; % is set by controls: 0 for no effect and ±100 for the full control effect; nearly all actives have a fitted effect of over 60% in size
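Luciferase reporter read in Schneider cells carrying Gal4-RORγ (mouse) and UAS-Photinus luciferase; cells given compound 1 h before 700 uM copper sulfate induction, then incubated 20 h at ambient temperature.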
KCNH2 3.1 block: inhibitors of human KCNH2 3.1 potassium channel isoform; U2OS KCNH2 3.1, thallium flux FluxOr; stronger effect = lower value; activity change, % (tested at about 1.8 µM); hit rate 0.95% among 340,000; AID 720553;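 active = maximum activity change below -70%; inconclusive = maximum activity change from -70% to -50%; inactive = maximum activity change above -50%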;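 note: thallium influx rate constant from kinetic fluorescence after stimulation buffer; % is set by controls: 0 for no effect and ±100 for the full control effect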
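We transduce U2OS cells with the mutant 3.1 virus, culture them overnight, load FluxOr with Red40 quencher for 45 min, then add stimulation buffer and read kinetically for 2 min to derive a normalized rate constant.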
Tb PFK inh: inhibitors of T. brucei phosphofructokinase; T. brucei PFK, ADP-Glo luminescence; Potency, µM (series often up to 57.5 µM), inactives show top-dose activity, negative = inhibition, usual class: inhibitors; hit rate 0.17% among 330,000; AID 485367;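 note: potency is the fitted concentration of half-maximal effect; 0% = uninhibited 1x PFK enzyme wells and -100% = no-enzyme wells; nearly all actives have a fitted effect of over 60% in size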
Target sequence (O15648 whole entry, looked up): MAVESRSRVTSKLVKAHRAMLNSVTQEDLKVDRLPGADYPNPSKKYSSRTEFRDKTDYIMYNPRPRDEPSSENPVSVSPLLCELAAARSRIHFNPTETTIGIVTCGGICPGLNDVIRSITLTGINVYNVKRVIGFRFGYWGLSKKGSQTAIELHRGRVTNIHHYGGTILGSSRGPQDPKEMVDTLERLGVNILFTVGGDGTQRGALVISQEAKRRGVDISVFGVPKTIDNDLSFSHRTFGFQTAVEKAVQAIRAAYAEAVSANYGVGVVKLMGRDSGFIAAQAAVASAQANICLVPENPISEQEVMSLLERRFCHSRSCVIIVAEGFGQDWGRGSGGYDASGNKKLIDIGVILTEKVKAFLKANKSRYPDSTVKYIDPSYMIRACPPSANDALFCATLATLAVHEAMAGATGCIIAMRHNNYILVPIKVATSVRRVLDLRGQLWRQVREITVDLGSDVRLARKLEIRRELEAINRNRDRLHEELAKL
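Luminescent ADP detection (ADP-Glo, two-step: ATP depletion then ADP-to-ATP conversion for luciferase) reported PFK activity after 45 min room-temperature reaction of 1.25 nM enzyme with 0.5 mM F6P and 0.1 mM ATP at pH 8.0.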
Rab9 promoter act: Rab9 promoter activation | Potency, µM (highest dose often 9.22 µM), for inactives: top-dose activation, negative = inhibition, usual class: activators | hit rate 2.8% among 320,000 | Huh7 Rab9 promoter-luciferase reporter, luminescence, 24 h; note: potency is the fitted concentration of half-maximal effect; % of control where 0% means no effect; nearly all actives have a fitted effect of over 60% in size
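Using Huh7 cells stably transfected with Rab9 promoter–luciferase, compounds were incubated 24 h at 37 °C, 5% CO2; luciferase luminescence was read 10 min after reagent addition.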
Giardia kill: Giardia lamblia killing. Giardia lamblia trophozoite viability. hit rate 0.15% among 340,000. activity change, % at 7.66 µM, hits read low. AID 540267; in the data active = activity change below about -80%; inconclusive = between about -30% and that limit;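 note: parasites exposed to compound for two days anaerobically before the ATP read; % is set by controls: 0 for no effect and ±100 for the full control effect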
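Luminescent ATP signal served as the viability read-out, measured 15-30 min after adding ATP detection reagent to trophozoites that had been incubated with compounds for 48 hrs at 37 deg C anaerobically at 100 cells/well.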
Gal4-VP16 FLuc: Gal4-VP16 reporter inhibition counter-screen; Potency, µM (highest dose often 53.6 µM), for inactives: at the top dose activity, negative = inhibition, most hits filed as inhibitors; hit rate 3.5% among 310,000; Drosophila S2 Gal4-VP16 UAS-luciferase, luminescence, 20 h;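 note: Gal4-VP16 expression switched on by copper sulfate through the metallothionein promoter; potency is the fitted concentration of half-maximal effect; % is set by controls: 0 for no effect and ±100 for the full control effect; nearly all actives have a fitted effect of over 50% in size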
Numbers without * were called inactive; ? = inconclusive; . = no result given; [ ] = dose if it differs, or a comment. Unless noted, calls come from the whole dose curve; as a rule, active = well fitted curve in the direction sought with a large enough effect; inconclusive = small, poorly fitted or top-dose-only effect, or another doubt; inactive = no such curve, though single readings can be large; an effect the other way counts as inactive or inconclusive. Rows are unselected; about 14% have a hit in one of these screens.

nr	SMILES	NPC1 prom act	ELG1 genotox	FBPA coupling cs	uPA generation	FLuc modulator	RORgamma inh
1	Cc1ccc(C)c(S(=O)(=O)N2CCN(CC(=O)NC(=O)NCc3ccco3)CC2)c1	-4%	0%	-6	-7%	-2%	0%
2	CC(C)NC(=S)N/N=C/c1ccccc1[N+](=O)[O-]	-3%	-5%	2	3%	-10%	1.8µM*
3	Cc1ccc(C)c(S(=O)(=O)N2CCN(C(=O)CN3C(=O)C4CC=CCC4C3=O)CC2)c1 (stereo not given)	-3%	0%	.	-6%	0%	.
4	Cc1ccc(S(=O)(=O)NC(=O)N2CCN(Cc3c(F)cccc3Cl)CC2)cc1	0%	0%	2	0%	0%	10%
5	Cc1cc2nc(-c3cccnc3SCC(=O)NC(C)C)[nH]c2cc1C	2.8µM*	23µM*	-2	?	2.7µM*	-28%
6	O=[N+]([O-])c1cnn(-c2nc(-c3ccccc3)cc(C(F)(F)F)n2)c1	-9%	1%	1	7%	3%	19%
7	Cc1ccc(Nc2c(-c3ccccc3O)nc3cnccn23)cc1	-1%	0%	-4	-5%	-15%	?
8	C=CCn1c(=O)c(C(=O)NCCc2ccccc2)c(O)c2ccccc21	-1%	-6%	-4	-4%	-2%	14µM*
9	COc1ccc(CC(=O)Nc2cccc(-c3nnc(-c4ccccc4)o3)c2)cc1OC	-3%	-44%[inhibitor]	1	-22%	?	?
10	COc1ccc(C(Nc2ccccn2)c2c(NC(=O)c3ccco3)sc(C)c2C)cc1 (stereo not given)	-2%	-1%	0	8%	-2%	?
11	CCc1ccc(OCC(=O)O/N=C(\N)c2ccccn2)cc1	3.2µM*	7.3µM*	-1	1%	9.5µM*	-1%
12	O=C(C/C=N\OCc1ccc([N+](=O)[O-])cc1)Nc1ccccc1	1%	-4%	0	4%	1%	3%
13	CS(=O)(=O)N1CCC(Oc2ccccc2C(=O)N2CCCCC2CO)CC1 (stereo not given)	-2%	-3%	3	7%	0%	25%
14	COc1cccc(CNC(=O)C(=O)NCCC2CCCCN2S(=O)(=O)c2ccccc2)c1 (stereo not given)	-2%	-10%	.	-25%	2%	.
15	CN(C(=O)c1cccc(COc2ccc(Cl)cc2Cl)c1)c1ccccc1	0.63µM*	2.1µM*	0	0%	12µM*	?

nr	KCNH2 3.1 block	Tb PFK inh	Rab9 promoter act	Giardia kill	Gal4-VP16 FLuc
1	0	-4%	-4%	7	6%
2	-13	1%	-28%	11	5.6µM*
3	-3	-7%	-3%	2	.
4	19	-3%	0%	8	4%
5	5	1%	2.2µM*	-15	-6%
6	16	-1%	-12%	-10	-10%
7	-19	-5%	-7%	-1	?
8	-14	-2%	-1%	5	?
9	3	-1%	-14%	-7	?
10	-29	-12%	-1%	32[activator]	?
11	0	-2%	3.2µM*	-15	-3%
12	-6	-6%	-4%	-7	-3%
13	2	-1%	2%	-14	-1%
14	-12	-5%	-6%	-4	.
15	13	2%	1µM*	-14	?

(next part)
nr	SMILES	NPC1 prom act	ELG1 genotox	FBPA coupling cs	uPA generation	FLuc modulator	RORgamma inh
16	CC1CN(C(=O)c2ccc(S(=O)(=O)Nc3ccccc3Cl)cc2)CC(C)O1 (stereo not given)	-1%	-1%	0	5%	2%	40%
17	CCOC(=O)c1cc(CNC(=O)c2c(C)oc3c2CCCC3)c(C)o1	-10%	-3%	3	4%	4%	19%
18	COC(=O)c1sc(S(=O)(=O)Nc2ccc(Br)cc2)c(C(=O)OC)c1C	0%	-3%	1	3%	-1%	32%
19	Nc1ccc(C(=O)Nc2ccc(NC(=O)c3ccco3)c(O)c2)cc1	16%	5%	-8	16%	?	13%
20	C/C(=N\OCC(=O)OCC(=O)Nc1cc(S(C)(=O)=O)ccc1Cl)c1ccc2c(c1)OCO2	-3%	1%	.	-32%	2%	.
21	CCN(CC)c1ccc(/C=N\NC(=O)c2cccc3cc[nH]c23)cc1	-17%	?	0	-29%	?	7.1µM*
22	O=C(COC(=O)c1ccc(Br)cc1)NC(=O)NCc1ccccc1	-2%	3%	.	8%	7%	.
23	CSCCC(NC(=O)/C(=C/c1ccco1)NC(=O)c1ccc(Br)o1)C(=O)O (stereo not given)	-7%	0%	5	6%	-1%	0%
24	COC(=O)Nc1ccc(S(=O)(=O)N2CCN(CCN3C(=O)C4C5C=CC(C5)C4C3=O)CC2)cc1 (stereo not given)	0%	-1%	7	10%	-1%	10%
25	CCOC(=O)c1ccc(CNC(=O)C2CCCCC2C(=O)OCC(F)(F)F)o1 (stereo not given)	-2%	1%	3	-2%	2%	-1%
26	CCOC(=O)c1c(C)[nH]c(C(=O)COC(=O)COc2ccc(OC)cc2)c1C	1%	1%	-1	1%	-1%	-11%[10 µM]
27	CCOc1ccc([C@@H]2CC=C(C(=O)O)[C@H](c3ccc(F)cc3)N2S(=O)(=O)c2ccc(C)cc2)cc1	-9%	0%	.	1%	0%	.
28	CN(C)S(=O)(=O)c1ccc(Cl)c(NC(=O)COC(=O)CC(NC(N)=O)c2ccc(Cl)cc2)c1 (stereo not given)	?	0%	-2	3%	-1%	27%
29	O=C1CCCc2[nH]c3cccc(/C(=C/c4ccccc4)c4ccccc4)c3c21	0%	0%	1	3%	-2%	-19%
30	O=C(CNC(=O)c1ccco1)N/N=C/c1ccccc1[N+](=O)[O-]	3%	27%	0	6%	-1%	12%

nr	KCNH2 3.1 block	Tb PFK inh	Rab9 promoter act	Giardia kill	Gal4-VP16 FLuc
16	1	3%	6%	-11	9%
17	3	0%	-1%	-6	7%
18	-1	1%	0%	1	-4%
19	-3	-4%	14%	14	-1%
20	-5	2%	0%	7	.
21	0	-7%	-5%	3	18µM*
22	4	-7%	-2%	8	.
23	6	2%	1%	9	1%
24	-23	-1%	-15%	-11	9%
25	0	2%	2%	13	2%
26	-16	?	-5%	20	-9%
27	3	-14%	-7%	-8	.
28	-36	0%	-2%	-4	-10%
29	-4	0%	6%	-16	-3%
30	-3	-3%	-2%	12	3%

Limited to Tb PFK inh, KCNH2 3.1 block and ELG1 genotox, for three of the compounds above:
cpd	canonical_smiles	Tb PFK inh	KCNH2 3.1 block	ELG1 genotox
5	Cc1cc2nc(-c3cccnc3SCC(=O)NC(C)C)[nH]c2cc1C	1%	5	23µM*
6	O=[N+]([O-])c1cnn(-c2nc(-c3ccccc3)cc(C(F)(F)F)n2)c1	-1%	16	1%
7	Cc1ccc(Nc2c(-c3ccccc3O)nc3cnccn23)cc1	-5%	-19	0%

The listing continues.
nr	SMILES	NPC1 prom act	ELG1 genotox	FBPA coupling cs	uPA generation	FLuc modulator	RORgamma inh
31	COc1cccc(C(c2nnnn2Cc2ccc(F)cc2)N2CCC(C(N)=O)CC2)c1OC (stereo not given)	-2%	-1%	5	10%	2%	5%
32	O=C(Nc1cccc2ccccc12)c1ccc(F)cc1	0%	0%[9.26 µM]	-1	3%	?	0%
33	COc1ccc(N2CCN(C(=O)c3cccn4c(=O)c5ccccc5nc34)CC2)cc1	-3%	-25%	3	1%	7%	3%
34	CCCn1nnnc1NCc1ccc(OC)cc1OC	0%	0%	3	1%	0%	-1%
35	Cc1sc(NC(=O)c2ccco2)c(CN2CCN(c3ccccc3)CC2)c1C	-3%	-8%	-5	10%	?	40%
36	COc1ccc(OC)c(S(=O)(=O)NC2CCCCC2)c1	-1%	-6%	3	.	-1%	19%
37	Nc1ncc(Br)cc1S(=O)(=O)NCCC(=O)Nc1cccc(Cl)c1	-5%	-2%	-6	8%	-2%	33%
38	Cc1ccc(N2CCN(S(=O)(=O)N(C)C)CC2)c(C)c1	8%	3%	-2	4%	-15%	-7%
39	CCc1ccc(C2CC(c3cccc(Cl)c3)n3nc(N)nc3N2)cc1 (stereo not given)	0%	0%	-7	4%	-15%	-34%

nr	KCNH2 3.1 block	Tb PFK inh	Rab9 promoter act	Giardia kill	Gal4-VP16 FLuc
31	-1	-7%	-1%	-18	16%
32	17	7%	22%	-18	-15%
33	-4	5%	-1%	-7	-1%
34	12	-2%	3%	-6	-14%
35	7	-2%	-3%	-19	-3%
36	19	0%	1%	-10	11%
37	-2	-15%	-1%	15	-5%
38	-4	-3%	-3%	14	5%
39	-3	-2%	-2%	-15	?
